MEP2 TOR yeast: alters MEP2-GFP fluorescence in TOR pathway yeast screen; GFP response vs DMSO, % at 10 µM; 330,000 tested, 0.51% active; S. cerevisiae MEP2-GFP strain, flow cytometry GFP, 3 h; 100% = DMSO control level;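 active = GFP response versus DMSO above a set limit, roughly screen mean plus 3 SD, cut at about 180% in these data; inconclusive = fewer than 70 cells counted for a yeast strain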;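 also: median GFP fluorescence of the barcode-gated MEP2-GFP cells per well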
AGP1 TOR yeast: modulators of TOR pathway AGP1-GFP in S. cerevisiae. S. cerevisiae AGP1-GFP multiplex flow cytometry, 3 h; GFP as percent of DMSO wells. GFP response vs DMSO, % at 10 µM. 320,000 tested, 0.02% active. AID 2066;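 active = GFP response relative to DMSO above a set limit, near screen average plus 3 SD, cut at about 150% in these data; inconclusive = fewer than 70 cells counted for the yeast strain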;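 also: median GFP channel fluorescence of the gated AGP1 strain per well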
RPL19A-GFP yeast: modulators of TOR pathway RPL19A-GFP in S. cerevisiae. percent response vs DMSO, % at 10 µM. 330,000 tested, 0.3% active. S. cerevisiae RPL19A-GFP strain, flow cytometry, 3 h; active compounds read low;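 active = percent response vs DMSO below 50%; inconclusive = fewer than 70 events counted for the yeast strain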;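 also: median channel GFP fluorescence of the barcoded RPL19A-GFP strain; ratio of sample median GFP to plate DMSO average so 100% = DMSO; lower means less RPL19A-GFP as with rapamycin TOR inhibition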
CIT2-GFP yeast: yeast TOR pathway CIT2-GFP modulation. GFP response vs DMSO, % at 10 µM. S. cerevisiae CIT2-GFP strain, flow cytometry, 3 h; 100 means same as DMSO wells. AID 2029. 320,000 tested, 0.065% active;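 active = GFP response relative to DMSO above a set limit, near the screen mean plus 3 SD, cut at about 150% in these data; inconclusive = Fewer than 70 cells measured for a yeast strain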;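 also: ratio of well median GFP fluorescence to mean of DMSO wells on the plate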
procasp3 activ: activators of human procaspase-3; P42574; recombinant procaspase-3 D3A, Ac-DEVD-pNA absorbance 405 nm; activation, % at 8.5 µM; 330,000 tested, 0.11% active; AID 463141;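 active = activation above the mean of all tested compounds plus 3 SD, cut at about 21% in these data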;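 also: 0% = DMSO alone and 100% = DMSO wells spiked with extra 5 µM PC-3 D3A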
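Assay system: Autoprocessing-dead procaspase-3 D3A mutant enzyme; also added: Ac-DEVD-pNA; doses: one concentration, 8.5 µM nominal, 0.8% DMSO; times: 1 h compound preincubation, 2 h substrate hydrolysis at 25 °C; technique: 405 nm absorbance of p-nitroaniline, reads at 0 and 120 min; measure: % activation between DMSO and enzyme-spiked controls; repeats: single replicate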
procasp7 counter: counter-screen: procaspase-7 (human) activation. activation, % at 8.5 µM. recombinant procaspase-7, Ac-DEVD-pNA absorbance 405 nm; D23A/D198A/D206A triple mutant, cannot self-cleave; scale: DMSO 0, 5 µM enzyme 100. AID 463210. P55210. 330,000 tested, 0.093% active;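 active = percent activation above the screen-wide mean plus 3 SD, cut at about 25% in these data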
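Test system: Procaspase-7 triple mutant (PC-7 D3A). Also added: Ac-DEVD-pNA substrate, 400 µM as added. Schedule: 1 h enzyme–compound preincubation and 2 h substrate reaction, both 25 °C. Signal: p-Nitroaniline absorbance at 405 nm, read at 0 and 120 min. Control set: low DMSO alone, high DMSO plus 5 µM PC-7.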
AHR act: human AHR activation; P35869; AHR-responsive luciferase reporter cells, luminescence; activation, % at 5 µM; 320,000 tested, 2.5% active; in the data active = activation above about 47%;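 also: 0% = vehicle wells and 100% = reference agonist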
Target sequence (P35869 whole entry, looked up): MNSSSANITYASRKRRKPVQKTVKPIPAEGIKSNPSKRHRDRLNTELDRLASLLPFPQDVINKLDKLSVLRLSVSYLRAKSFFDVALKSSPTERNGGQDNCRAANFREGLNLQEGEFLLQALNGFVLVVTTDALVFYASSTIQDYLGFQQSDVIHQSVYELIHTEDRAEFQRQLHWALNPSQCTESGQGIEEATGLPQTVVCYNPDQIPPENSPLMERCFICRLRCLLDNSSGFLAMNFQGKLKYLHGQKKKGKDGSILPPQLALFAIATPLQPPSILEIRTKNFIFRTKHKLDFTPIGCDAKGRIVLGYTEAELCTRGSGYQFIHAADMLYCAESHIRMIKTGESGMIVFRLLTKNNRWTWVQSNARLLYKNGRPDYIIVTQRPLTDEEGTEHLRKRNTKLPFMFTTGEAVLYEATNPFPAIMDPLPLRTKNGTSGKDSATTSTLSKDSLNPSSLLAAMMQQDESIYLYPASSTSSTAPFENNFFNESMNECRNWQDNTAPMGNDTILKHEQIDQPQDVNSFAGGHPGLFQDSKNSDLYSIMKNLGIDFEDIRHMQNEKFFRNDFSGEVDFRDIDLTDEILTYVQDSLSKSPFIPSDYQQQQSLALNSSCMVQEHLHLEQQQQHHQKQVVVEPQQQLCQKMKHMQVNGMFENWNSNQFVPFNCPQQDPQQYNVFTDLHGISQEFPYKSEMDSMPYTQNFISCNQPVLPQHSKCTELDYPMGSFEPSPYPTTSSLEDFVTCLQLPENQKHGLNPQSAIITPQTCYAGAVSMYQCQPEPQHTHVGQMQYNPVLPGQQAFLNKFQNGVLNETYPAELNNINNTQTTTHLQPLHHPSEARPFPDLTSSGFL
LAP4-GFP MLPCN: modulators of TOR pathway LAP4-GFP in S. cerevisiae. S. cerevisiae LAP4-GFP multiplex, flow cytometry GFP, 3 h; median GFP as percent of DMSO wells. GFP response vs DMSO, % at 10 µM. 320,000 tested, 0.34% active. AID 2023;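 active = GFP response vs DMSO above a set limit, about the screen mean plus 3 SD, cut at about 150% in these data; inconclusive = under 70 cell events counted for the yeast strain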
* hit, by the source's call; [ ] = remark or other dose.

For N#CCCCSc1nnc(Cc2ccc3c(c2)OCO3)o1 the results were MEP2 TOR yeast 107, AGP1 TOR yeast 100, RPL19A-GFP yeast 100, CIT2-GFP yeast 91, procasp3 activ -2, procasp7 counter 5, AHR act 6 and LAP4-GFP MLPCN 109.
For COc1ccc(NS(=O)(=O)c2cc3c(cc2C)N(C(C)=O)CCO3)c(OC)c1 the results were MEP2 TOR yeast 94, AGP1 TOR yeast 91, RPL19A-GFP yeast 92, CIT2-GFP yeast 87, procasp3 activ -1, procasp7 counter -4, AHR act 2 and LAP4-GFP MLPCN 97.
Screening COc1ccc(/C=C(/NC(=O)c2ccccc2)C(=O)NCc2ccco2)cc1 returned MEP2 TOR yeast inconclusive, AGP1 TOR yeast inconclusive, RPL19A-GFP yeast 46*[may fluoresce violet], CIT2-GFP yeast inconclusive, procasp3 activ 5, procasp7 counter 1, AHR act 2 and LAP4-GFP MLPCN 62[may fluoresce violet].
Screening Cc1ccc(S(=O)(=O)N2CCN(C(C)CC(=O)O)CC2)cc1 (stereo not drawn) returned MEP2 TOR yeast 123, AGP1 TOR yeast 98, RPL19A-GFP yeast 99, CIT2-GFP yeast 100, procasp3 activ 17, procasp7 counter 7, AHR act 1 and LAP4-GFP MLPCN 114.
Screening COc1cccc(/C=C/C(=O)c2cccc([N+](=O)[O-])c2)c1 returned MEP2 TOR yeast 87, AGP1 TOR yeast 86, RPL19A-GFP yeast 96, CIT2-GFP yeast 85, procasp3 activ -14, procasp7 counter 7, AHR act -1 and LAP4-GFP MLPCN 114.
Screening C/C(=C(/NC(=O)c1ccccc1)C(=O)O)c1ccco1 returned MEP2 TOR yeast 103, AGP1 TOR yeast 102, RPL19A-GFP yeast 104, CIT2-GFP yeast 100, procasp3 activ -11, procasp7 counter 0, AHR act 3 and LAP4-GFP MLPCN 109.
Screening CCC(C)NC(=O)C(Cc1ccccc1)NS(=O)(=O)c1cccc2nsnc12 (stereo not drawn) returned MEP2 TOR yeast 96, AGP1 TOR yeast 94, RPL19A-GFP yeast 96, procasp3 activ 3, procasp7 counter 15, AHR act 1 and LAP4-GFP MLPCN 85.
For O=C(CSc1ccccc1)Nc1ccc(N2CCN(c3ccccc3)CC2)c(F)c1 the results were MEP2 TOR yeast 102, AGP1 TOR yeast 105, RPL19A-GFP yeast 95, CIT2-GFP yeast 101, procasp3 activ -3, procasp7 counter 2, AHR act -2 and LAP4-GFP MLPCN 109.
`Cc1ccccc1-n1c(=O)n(Cc2ccccc2)c(=O)c2[nH]cnc21` gave MEP2 TOR yeast 100, AGP1 TOR yeast 106, RPL19A-GFP yeast 98, CIT2-GFP yeast 95, procasp3 activ -1, procasp7 counter 3, AHR act 0 and LAP4-GFP MLPCN 113.
COc1ccc(NC(=O)CN2CCN(CC(=O)Nc3ccccc3Cl)CC2)cc1 was read as MEP2 TOR yeast 100, AGP1 TOR yeast 99, RPL19A-GFP yeast 102, CIT2-GFP yeast 102, procasp3 activ -2, procasp7 counter -3, AHR act 5 and LAP4-GFP MLPCN 98.
Screening CCCOc1c(OC)cccc1C1CC(=O)Nc2cc(OC)c(OC)c(OC)c21 (stereo not drawn) returned MEP2 TOR yeast 98, AGP1 TOR yeast 96, RPL19A-GFP yeast 95, CIT2-GFP yeast 103, procasp3 activ -4, procasp7 counter -5, AHR act 2 and LAP4-GFP MLPCN 89.
`Cc1cccc(COCCN2CCN(S(=O)(=O)c3ccccc3)CCC2=O)c1` gave MEP2 TOR yeast 98, AGP1 TOR yeast 89, RPL19A-GFP yeast 102, CIT2-GFP yeast 100, procasp3 activ -3, procasp7 counter 6, AHR act 1 and LAP4-GFP MLPCN 135.
For Cc1cccc(-n2c(C)n[nH]c2=S)c1 the results were MEP2 TOR yeast 96, AGP1 TOR yeast 99, RPL19A-GFP yeast 97, CIT2-GFP yeast 97, procasp3 activ -8, procasp7 counter -2, AHR act 0 and LAP4-GFP MLPCN 97.
`C=CCn1c(=O)c(C(=O)NC2CC2)c(O)c2cc(OC)c(OC)cc21` gave MEP2 TOR yeast 109, AGP1 TOR yeast 101, RPL19A-GFP yeast 107, CIT2-GFP yeast 107, procasp3 activ 4, procasp7 counter 4, AHR act 102* and LAP4-GFP MLPCN 98.
Screening O=C(c1cccs1)N1N=C(c2ccccc2)CC1c1ccccc1 (stereo not drawn) returned MEP2 TOR yeast 99, AGP1 TOR yeast 98, RPL19A-GFP yeast 97, CIT2-GFP yeast 94, procasp3 activ -1, procasp7 counter 10, AHR act -5 and LAP4-GFP MLPCN 115.
For C/C(=N\NC(=O)Cc1cccn1C)c1ccco1 the results were MEP2 TOR yeast 85, AGP1 TOR yeast 90, RPL19A-GFP yeast 94, CIT2-GFP yeast 84, procasp3 activ -17, procasp7 counter -14, AHR act 3 and LAP4-GFP MLPCN 94.
`Cc1ccc(S(=O)(=O)NN2Cc3ccccc3C2=N)cc1` gave MEP2 TOR yeast 97, AGP1 TOR yeast 97, RPL19A-GFP yeast 101, CIT2-GFP yeast 96, procasp3 activ -1, procasp7 counter 0, AHR act 2 and LAP4-GFP MLPCN 94.
Cc1onc(-c2ccccc2Cl)c1C(=O)OCC(=O)Nc1cccc(S(=O)(=O)N(C)C)c1 was read as MEP2 TOR yeast 109, AGP1 TOR yeast 113, RPL19A-GFP yeast 102, CIT2-GFP yeast 109, procasp3 activ 0, procasp7 counter 2, AHR act 3 and LAP4-GFP MLPCN 109.
`Cc1cc(SCC(=O)Nc2ccccc2C)nc(C)n1` gave MEP2 TOR yeast 95, AGP1 TOR yeast 100, RPL19A-GFP yeast 97, CIT2-GFP yeast 94, procasp3 activ 5, procasp7 counter 2, AHR act 1 and LAP4-GFP MLPCN 97.
`Cc1cc([N+](=O)[O-])cc2ncccc12` gave MEP2 TOR yeast 108, AGP1 TOR yeast 94, RPL19A-GFP yeast 107, CIT2-GFP yeast 101, procasp3 activ 2, procasp7 counter -3, AHR act 9 and LAP4-GFP MLPCN 96.
`NC(=O)Cc1ccc2c(c1)[nH]c1ccccc12` gave MEP2 TOR yeast 99, AGP1 TOR yeast 93, RPL19A-GFP yeast 104, CIT2-GFP yeast 89, procasp3 activ 3, procasp7 counter 0, AHR act -1 and LAP4-GFP MLPCN 93.
Screening CN(Cc1cccs1)C(=O)CCNS(=O)(=O)c1ccc(Br)cc1 returned MEP2 TOR yeast 100, AGP1 TOR yeast 100, RPL19A-GFP yeast 97, CIT2-GFP yeast 96, procasp3 activ 1, procasp7 counter 6, AHR act -1 and LAP4-GFP MLPCN 99.
For CCOc1cnc(C(=O)NNC(=O)C(Br)C(C)C)o1 (stereo not drawn) the results were MEP2 TOR yeast 104, AGP1 TOR yeast 101, RPL19A-GFP yeast 97, CIT2-GFP yeast 96, procasp3 activ 8, procasp7 counter 7, AHR act 1 and LAP4-GFP MLPCN 91.
Screening COc1ccccc1C(=O)Nc1ccnn1C1CCN(C2CCSCC2)CC1 returned MEP2 TOR yeast 102, AGP1 TOR yeast 101, RPL19A-GFP yeast 102, CIT2-GFP yeast 105, procasp3 activ 8, procasp7 counter 4, AHR act 4 and LAP4-GFP MLPCN 98.
For CCOCc1nnc(NC(=O)C2CC(=O)N(C3CCCC3)C2)s1 (stereo not drawn) the results were MEP2 TOR yeast 103, AGP1 TOR yeast 100, RPL19A-GFP yeast 101, CIT2-GFP yeast 104, procasp3 activ -2, procasp7 counter -8, AHR act -4 and LAP4-GFP MLPCN 94.
`CCOC(=O)Nc1c(Cl)n(C)c(=O)n(C)c1=O` gave MEP2 TOR yeast 113, AGP1 TOR yeast 105, RPL19A-GFP yeast 103, CIT2-GFP yeast 108, procasp3 activ 2, procasp7 counter 15, AHR act 1 and LAP4-GFP MLPCN 107.
Cc1oc2ccc(OCc3ccccc3Cl)cc2c1C(=O)O was read as MEP2 TOR yeast 107, AGP1 TOR yeast 99, RPL19A-GFP yeast 106, CIT2-GFP yeast 100 and LAP4-GFP MLPCN 92.
Screening O=P(c1ccccc1)(c1ccccc1)c1nc(-c2ccccc2)oc1NCc1ccccc1 returned MEP2 TOR yeast 96, AGP1 TOR yeast 99, RPL19A-GFP yeast 105, CIT2-GFP yeast 99, procasp3 activ -4, procasp7 counter 1, AHR act 0 and LAP4-GFP MLPCN 113.
CC1CN(C(=O)CNC(=O)Cc2cccc3ccccc23)CC(C)O1 (stereo not drawn) was read as MEP2 TOR yeast 102, AGP1 TOR yeast 102, RPL19A-GFP yeast 100, CIT2-GFP yeast 105, procasp3 activ 4, procasp7 counter 4, AHR act 4 and LAP4-GFP MLPCN 101.
Screening O=c1nc(/C=C/c2ccccc2C(F)(F)F)cc(C(F)(F)F)[nH]1 returned MEP2 TOR yeast 103, AGP1 TOR yeast 103, RPL19A-GFP yeast 110, CIT2-GFP yeast 118, procasp3 activ 15, procasp7 counter 5, AHR act -1 and LAP4-GFP MLPCN 82.
For O=C1OC(Nc2ccc(Br)cc2F)c2ccccc21 (stereo not drawn) the results were MEP2 TOR yeast 104, AGP1 TOR yeast 108, RPL19A-GFP yeast 105, CIT2-GFP yeast 110, procasp3 activ 12, procasp7 counter -3, AHR act 3 and LAP4-GFP MLPCN 106.
For Cc1cnn(C(=S)NCC2CCCO2)c1 (stereo not drawn) the results were MEP2 TOR yeast 103, AGP1 TOR yeast 100, RPL19A-GFP yeast 102, CIT2-GFP yeast 113, procasp3 activ -2, procasp7 counter 5, AHR act 0 and LAP4-GFP MLPCN 81.
For CCCC(=O)Nc1ccc2c(c1)nc(CN1CCN(C(C)=O)CC1)n2C the results were MEP2 TOR yeast 98, AGP1 TOR yeast 90, RPL19A-GFP yeast 96, CIT2-GFP yeast 100, procasp3 activ 4, procasp7 counter -7, AHR act 5 and LAP4-GFP MLPCN 90.
`O=C(CNS(=O)(=O)c1ccccc1)Nc1ccc(C(F)(F)F)cc1` gave MEP2 TOR yeast 103, AGP1 TOR yeast 108, RPL19A-GFP yeast 99, CIT2-GFP yeast 105, procasp3 activ -5, procasp7 counter 9, AHR act 5 and LAP4-GFP MLPCN 99.
`CC(C)N(Cc1ccccc1)C(=O)c1cnc2n(c1=O)CCS2` gave MEP2 TOR yeast 102, AGP1 TOR yeast 106, RPL19A-GFP yeast 100, CIT2-GFP yeast 107, procasp3 activ 1, procasp7 counter 6, AHR act -2 and LAP4-GFP MLPCN 100.
For Cc1nn(-c2ccccc2)c(C)c1/C=N/Nc1nc2ccccc2[nH]1 the results were MEP2 TOR yeast 99, AGP1 TOR yeast 103, RPL19A-GFP yeast 103, CIT2-GFP yeast 99, procasp3 activ -3, procasp7 counter 9, AHR act 181* and LAP4-GFP MLPCN 95.
`Cc1cccc(OCCn2c(CCCO)nc3ccccc32)c1` gave MEP2 TOR yeast 103, AGP1 TOR yeast 94, RPL19A-GFP yeast 100, CIT2-GFP yeast 96, procasp3 activ -5, procasp7 counter 1, AHR act 12 and LAP4-GFP MLPCN 99.

Not a hit list; about 3.5% have a hit in one of these screens.
